CHX counter: counter-screen for Shiga toxin inhibitors: cycloheximide protein synthesis inhibition. cell reporter, cycloheximide protein synthesis inhibition counterscreen. max response, %. 300,000 tested, 12% active. AID 2314; in the data active means max response mostly above about 13%, no sharp cut-off; inactive means mostly below about 14%; further: read at 38.3 µM for the half of the compounds with a filed dose; 0% is about no effect
Pf growth 96h: P. falciparum growth inhibition at 96 hour, primary screen for plastid delayed-death inhibitors. AID 504834. P. falciparum luciferase reporter growth, 96 h. Potency, µM (series often up to 28.7 µM), for the others: at the top dose activity change, negative = inhibition, actives largely listed as inhibitors. 320,000 tested, 6.9% active; further: potency means the concentration at half of the fitted maximal effect; on the % scale 0 is the no-effect control and ±100 the full control effect
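Infected RBCs, 2% Hct / 0.05% parasitemia final; luciferase-reporter P. falciparum; cpd 96 h, 37 C, 5% CO2; luciferase detection reagent; luminescence.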
LmPK inh: inhibitors of Leishmania mexicana pyruvate kinase | Q27686 | purified LmPK, Kinase-Glo ATP luminescence, 1 h | Potency, µM (titrated, usually from 57.5 µM), without a hit: top-dose activity change, negative = inhibition, hits mostly inhibitors | 290,000 tested, 0.37% active | AID 1721; further: potency means the concentration at half of the fitted maximal effect; on the % scale 0 is the no-effect control and ±100 the full control effect
Target sequence (Q27686 whole entry, looked up): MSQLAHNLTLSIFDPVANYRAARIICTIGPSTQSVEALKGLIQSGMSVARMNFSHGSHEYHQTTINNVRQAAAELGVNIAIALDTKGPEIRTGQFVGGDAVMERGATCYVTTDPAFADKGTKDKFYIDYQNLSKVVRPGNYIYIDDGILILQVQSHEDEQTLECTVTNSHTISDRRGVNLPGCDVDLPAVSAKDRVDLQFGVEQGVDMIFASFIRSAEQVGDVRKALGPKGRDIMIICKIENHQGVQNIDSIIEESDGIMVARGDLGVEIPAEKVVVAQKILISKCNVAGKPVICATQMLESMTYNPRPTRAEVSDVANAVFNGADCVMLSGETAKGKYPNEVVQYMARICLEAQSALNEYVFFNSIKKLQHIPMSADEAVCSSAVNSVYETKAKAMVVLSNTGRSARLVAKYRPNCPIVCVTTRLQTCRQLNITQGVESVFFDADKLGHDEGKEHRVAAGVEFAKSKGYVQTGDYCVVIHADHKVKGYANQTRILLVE
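Purified LmPK (0.1 nM) converted ADP (0.1 mM) to ATP with PEP (0.5 mM) in imidazole buffer pH 7.2 with KCl and MgCl2, 1 h at room temperature. ATP was read by Kinase-Glo luminescence; data normalized to uninhibited and no-enzyme controls.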
HCV inh: inhibitors of hepatitis C virus infection; Potency, µM (titrated, usually from 41.8 µM), inactives show at the top dose activity change, negative = inhibition, most hits filed as inhibitors; 340,000 tested, 3.4% active; Huh7.5.1 HCVcc-Cre infection, luciferase reporter, 44 h; further: potency means the concentration at half of the fitted maximal effect; on the % scale 0 is the no-effect control and ±100 the full control effect
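HCVcc-Cre virus at an moi near 0.5 was added right after compound to cells cultured 4 h from seeding (1,000 cells/well). Luciferase activity was determined 44 h later, 15 min after substrate addition at RT.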
Shiga inhibitor: blocks Shiga toxin action in Vero cells. Vero cells, Shiga toxin protein synthesis inhibition reporter. inhibition, % at 38.7 µM. 290,000 tested, 9.2% active; in the data active means inhibition mostly above about 28%, no sharp cut-off; inactive means mostly below about 43%; further: 0% is about no effect
TbPYK inhibitor: inhibitors of Trypanosoma brucei pyruvate kinase | Q57TT1 | 410,000 tested, 0.12% active | TbPYK enzyme, Kinase-Glo Plus ATP luminescence, 45 min | Potency, µM (highest dose often 76.8 µM), for inactives: at the top dose activity, negative = inhibition, hits mostly inhibitors; further: potency means the concentration at half of the fitted maximal effect; on the % scale 0 is the no-effect control and ±100 the full control effect; nearly all actives have a fitted effect of over 50% in size
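ADP (130 uM final) triggers the TbPYK reaction after compound addition; incubation is 45 min at room temperature. Kinase-Glo Plus is then added and luminescence imaged. Normalized data are fitted to concentration-effect curves.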
Pf growth 48h: P. falciparum growth inhibition at 48 hours (one generation). Potency, µM (highest dose often 28.7 µM), inactives show at the top dose activity change, negative = inhibition, most hits filed as inhibitors. 310,000 tested, 5.9% active. P. falciparum luciferase growth in erythrocytes, 48 h; further: potency means the concentration at half of the fitted maximal effect; on the % scale 0 is the no-effect control and ±100 the full control effect
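Erythrocytes infected with P. falciparum carrying an integrated firefly luciferase reporter (2% hematocrit, 0.1% parasitemia final) were exposed to compounds in RPMI 1640 with 0.5% Albumax at 37 C, 5% CO2. Growth inhibition was scored as reduced luminescence.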
The depositor's hits bear a star; ? = inconclusive; . = not tested or not shown; & = joins results of further samples; [ ] = another dose, or the depositor's remark. Unless noted, the call rests on the fitted dose curve; in most records, active means well fitted curve in the direction sought with a large enough effect; inconclusive means small, poorly fitted or top-dose-only effect, or another doubt; inactive means no such curve, though single readings can be large; an effect the other way counts as inactive or inconclusive.

SMILES | CHX counter | Pf growth 96h | LmPK inh | HCV inh | Shiga inhibitor | TbPYK inhibitor | Pf growth 48h
O=C(CN1C(=O)c2ccccc2C1=O)Nc1ccccc1C(=O)N1CCCC1 | -2 | -100% | 3% | 10% | -6 | -12% | 18%
Cc1cc(C)nc(N(C#N)Cc2ccc(Cl)cc2)n1 | -3 | 13µM* | 1% | 5% | 43 | 2% | 14%
Cc1c(C(=O)O)oc2ccc(S(=O)(=O)NCc3ccc4c(c3)OCO4)cc12 | -2 | 5.9µM* | 15% | 19% | -6 | -2% | 0%
Cc1cccc(C(=O)NCCCNC(=O)c2cccc(C)c2)c1 | 0 | -16% | 3% | 11% | -4 | -2% | -16%
Cc1ccc2c(c1)C1CN(C)CCC1N2C(=S)Nc1cccnc1 (configuration not stated) | -4 | 19% | -1% | 12% | -11 | -1% | -4%
COc1cc(CNc2ccc3[nH]c(=O)[nH]c3c2)cc(Br)c1OCC(=O)NC(C)(C)C | 3 | ? | -1% | ? | 6 | -8% | .
Cc1ccc(S(=O)(=O)Nc2ccccc2F)cc1C(=O)N1CCCC1 | . | -1% | . | -2% | . | -7% | -4%
CC1(C)CC(=O)c2ccc(OCc3ccc([N+](=O)[O-])cc3)cc2O1 | 40* | 252%[activator] | 3% | -17% | 84* | 1% | 228%[activator]
CN(CC(=O)Nc1ccccc1C(=O)NC1CC1)Cc1ccccc1F | . | 3% | . | 24% | . | -2% | ?
Cc1nn(-c2ccccc2)c(C)c1C(=O)OCC(=O)Nc1ccccc1C(F)(F)F | . | ? | . | ? | . | -8% | 17%
CCCC1CCC(c2ccc(OCC)cc2)=CC1=O (configuration not stated) | 43* | 11% | 1% | ? | 34* | 3% | 207%[activator]
CCc1nc2scc(-c3cccs3)c2c(=O)o1 | -1 | ? | 1% | 5% | -5 | 0% | 4%
CC(=O)Nc1ccc2c(c1)nc(CCN1CCOCC1)n2C | -5 | -15% | 1% | 17% | -9 | 5% | 4%
O=C(NCc1ccncc1)c1nnc(Cc2c(F)cccc2Cl)o1 | -1 | 8%[5.75 µM] | -1% | 7% | -15 | -1% | 24%
S=C(Nc1ccccc1Cl)N1CCCC1 | 6 | 16% | -2% | 19% | -4 | 1% | 12%
O=C(CCSCCc1ccncc1)NCCCN1CCOCC1 | -1 | 48%[activator] | 0% | 19% | -10 | -8% | 28%
CCSc1nnc(NC(=O)CSC2=NN3CCCC(=O)N=C3S2)s1 | -1 | -32%[1.15 µM] | 5% | 2% | 3 | 1% | -2%
Cc1cn2c(=O)c(C(=O)NCc3ccc4c(c3)OCO4)cnc2s1 | . | -7% | . | -4% | . | 10% | 2%
CCOC(=O)N1CCN(S(=O)(=O)/C=C/c2ccccc2)CC1 | -3 | -25% | 0% | 6% | -9 | . | 9%
Oc1c(Cl)cccc1C=Nc1cc(C(F)(F)F)ccc1N1CCCC1 | 2 | ? | -8% | -10% | 11 | -31% | ?
Cc1nc2ccc(S(=O)(=O)NC(C(=O)NCc3cccs3)C(C)C)cc2s1 (configuration not stated) | -1 | -29% | 2% | 1%&13% | -5 | -10% | ?
COc1ccccc1OCCCCN1CCN(C(c2ccccc2)c2ccccc2)CC1 | -3 | 12µM* | 2% | 11µM* | -11 | -1% | ?
CCCc1nc2ccccc2c(=O)n1-c1ccc(O)cc1 | -5 | 41%[activator] | -3% | 15% | 21 | 0% | -11%
C=CCn1c(SCc2ccccc2C#N)nnc1-c1ccccc1O | 1 | . | -3% | 6% | -13 | -1% | ?
O=C(NCc1ccccc1OC(F)(F)F)C1CCC(=O)N(Cc2ccccn2)C1 (configuration not stated) | -4 | 14% | -3% | 10% | -6 | -22% | 9%
COc1ccc(S(=O)(=O)NCCC(=O)NCc2cccs2)cc1 | -4 | ? | 3% | 6% | -6 | -3% | -9%
COc1ccc2c(c1OC)C(C1c3c(cc4c(c3OC)OCO4)CCN1C)OC2=O (configuration not stated) | -1 | ? | 1% | 21% | 6 | -3% | ?
Cc1c(NC(=O)c2cc3ccccc3oc2=O)c(=O)n(-c2ccccc2)n1C | 42* | 56%[activator] | -1% | 12% | 86* | -3% | .
COc1ccccc1-c1c(C(F)(F)F)oc2cc(OC(=O)c3cccc([N+](=O)[O-])c3C)ccc2c1=O | -8 | 0% | 1% | -16% | -12 | 4% | 17%
O=C(CSc1nc2ccccc2n1CC(=O)N1CCCC1)Nc1nccs1 | -2 | 2.6µM* | 0% | -8% | 17 | 2% | -2%
Cn1ccnc1SCc1ccc([N+](=O)[O-])cc1 | -3 | ? | -4% | 4% | -5 | 0% | 1%
O=C1CC(C(=O)Nc2ccc(C(=O)O)cc2)C(c2ccccc2)O1 (configuration not stated) | 5 | 1% | -11% | 11% | -18 | -12% | 10%
CCOC(=O)C1CCN(C(=O)c2cnn3c(C)cc(C)nc23)CC1 | 1 | ? | 0% | 2% | -1 | 0% | 38%[activator]
CCNc1nc2nonc2nc1NCC | -1 | ? | -4% | -20% | -3 | -3% | 36%[activator]
O=C(CN1C(=O)C2C3CCC(C3)C2C1=O)OCC(=O)c1cccc([N+](=O)[O-])c1 (configuration not stated) | -1 | 82%[activator] | 0% | 7% | 2 | -6% | 21%
COc1ccc(N2CCN(c3nc(NCCc4ccc(OC)c(OC)c4)nc(OC)n3)CC2)cc1 | -2 | . | 6% | 11µM* | -13 | -11% | ?
O=C(NCCCC(=O)N1CCOCC1)c1cccnc1 | 1 | ? | -1% | 29% | -5 | 0% | 13%
O=C(Nc1ccccc1)C(Cc1cccs1)c1nn[nH]n1 (configuration not stated) | -4 | 73%[activator] | 10% | -10% | -5 | -4% | .
CCOC(=O)N1CCC(c2cc(=O)n3[nH]ccc3n2)CC1 | -3 | -40% | 15% | 10% | -7 | -6% | .
C=CCNCCCCOc1ccc(OCc2ccccc2)cc1 | 48* | 0% | -7% | ? | 60* | 5% | -12%
CC(C)CCN1CCC(n2nccc2NC(=O)C2CCOC2)CC1 (configuration not stated) | -2 | -28% | -2% | 16% | 8 | 3% | 6%
COc1ccc(C(NC(=O)c2ccc(-c3ccccc3)cc2)c2ccccc2)cc1 (configuration not stated) | -3 | ? | 7% | 25% | -4 | 5% | 3%
CCOc1ccc(NC(=O)c2cc(Cl)nc3ccccc23)cc1 | -1 | 53%[activator] | 2% | ? | 19 | -12% | 25%
CCOc1ccccc1NC(=O)N1CCCc2ccccc21 | 12 | 145%[activator] | 3% | 4% | 33 | -4% | 2%
CCCc1ccc(OCc2ccc(C(=O)N3CCCC3)o2)cc1 | 22* | 23% | 6% | ? | 149* | -1% | 10µM*
O=C(OCC(=O)N1CCCc2ccccc21)c1cnc(Cl)c(Cl)c1 | 0 | 6% | 0% | 5µM* | 10 | -1% | 0%
Cc1ccc2c(C(=O)CN3CCC(C(N)=O)CC3)c(C)[nH]c2c1 | 1 | 10% | -4% | . | -5 | . | 14%
COc1ccc(NC(=O)CSc2nc3ccccc3nc2N2CCCC2)c(OC)c1 | 1 | -4% | -1% | 6% | -3 | -3% | ?
O=C(c1ccco1)N1CCN(C(=S)Nc2ccc(F)cc2)CC1 | 1 | 26% | -6% | 0% | -30 | 1% | 20%
CN(C)c1ccc(/C=N/NC(=O)c2cccc(N3CCCC3=O)c2)cc1 | 16 | 4% | -3% | 13% | 17 | 2% | -14%
Additional results follow:
SMILES | CHX counter | Pf growth 96h | LmPK inh | HCV inh | Shiga inhibitor | TbPYK inhibitor | Pf growth 48h
Cc1c(Cl)cccc1NS(=O)(=O)c1ccc2c(c1)C1C=CCC1C(c1ccc(C(=O)O)cc1)N2 (configuration not stated) | -4 | ? | 7% | -22% | -5 | -27% | 17%
CCCCn1c(CCc2ccccc2)nc2cc3[nH]c(=O)c(C(C)C)nc3cc21 | -4 | 2.6µM* | 4% | ? | -3 | 2% | 3.7µM*
OC(CN1CCN(Cc2ccccc2)CC1)Cn1c2ccccc2c2ccccc21 (configuration not stated) | -3 | 11% | 3% | 11µM* | -11 | -5% | 2.6µM*
CCC(CC)C(=O)NCc1ccccc1Cl | -3 | 64%[activator] | -1% | 10% | -8 | 0% | 6%
COc1ccc(-n2nc(C(=O)NCC(=O)Nc3ccccn3)c3ccccc3c2=O)cc1 | -3 | 34%[activator] | 0% | ? | -29 | -8% | 31%[activator]
Cc1cc(C)nc(SCC(=O)N(C)CC(=O)Nc2c(Cl)cccc2Cl)n1 | . | 10% | . | -8% | . | 0% | 17%
CCCCCn1c(S(=O)(=O)O)nc2ccccc21 | 22 | 0% | 3% | -2% | 1 | 4% | -7%
CC(=O)Nc1ccc(SC[C@H](Cc2ccccc2)N2CCN(CCc3ccccc3)CCC2=O)cc1 | -2 | 2.9µM* | 7% | -10% | -4 | -4% | 8.3µM*
N/C(=N\OC(=O)C1CCCCC1)c1ccc(Cl)cc1 | 28* | ? | -5% | 25% | 46 | -2% | 44%[activator]
Cc1ccc(C)c(NC(=O)C(C)CC2COCCO2)c1 (configuration not stated) | 5 | ? | 1% | 11% | 1 | 4% | -3%
CCN(CC)C(=O)CSc1ncnc2c(-c3ccc(OC)cc3)nsc12 | 8 | 53%[activator] | 1% | . | 21 | . | 22%
CCn1c(=O)cc(SCC(=O)N2CCN(C(=O)c3ccco3)CC2)c2ccccc21 | 5 | 5.9µM* | -4% | -19% | 16 | 8% | -14%
O=C(O)CCN1C(=O)c2ccc(NC(=O)CCc3ccccc3)cc2C1=O | -2 | 12µM* | 4% | 0% | 2 | -3% | -1%

Structures shown so far with an aryl thioether with sulfur outside any ring, in the order listed:
SMILES | CHX counter | Pf growth 96h | LmPK inh | HCV inh | Shiga inhibitor | TbPYK inhibitor | Pf growth 48h
CCSc1nnc(NC(=O)CSC2=NN3CCCC(=O)N=C3S2)s1 | -1 | -32%[1.15 µM] | 5% | 2% | 3 | 1% | -2%
C=CCn1c(SCc2ccccc2C#N)nnc1-c1ccccc1O | 1 | . | -3% | 6% | -13 | -1% | ?
O=C(CSc1nc2ccccc2n1CC(=O)N1CCCC1)Nc1nccs1 | -2 | 2.6µM* | 0% | -8% | 17 | 2% | -2%
Cn1ccnc1SCc1ccc([N+](=O)[O-])cc1 | -3 | ? | -4% | 4% | -5 | 0% | 1%
COc1ccc(NC(=O)CSc2nc3ccccc3nc2N2CCCC2)c(OC)c1 | 1 | -4% | -1% | 6% | -3 | -3% | ?
Cc1cc(C)nc(SCC(=O)N(C)CC(=O)Nc2c(Cl)cccc2Cl)n1 | . | 10% | . | -8% | . | 0% | 17%
CC(=O)Nc1ccc(SC[C@H](Cc2ccccc2)N2CCN(CCc3ccccc3)CCC2=O)cc1 | -2 | 2.9µM* | 7% | -10% | -4 | -4% | 8.3µM*
CCN(CC)C(=O)CSc1ncnc2c(-c3ccc(OC)cc3)nsc12 | 8 | 53%[activator] | 1% | . | 21 | . | 22%
CCn1c(=O)cc(SCC(=O)N2CCN(C(=O)c3ccco3)CC2)c2ccccc21 | 5 | 5.9µM* | -4% | -19% | 16 | 8% | -14%

Assay outcomes: PubChem BioAssay, National Center for Advancing Translational Sciences (NCATS)
